Bioassay records from PubChem.
Growth percent in the NCI-60 one-dose screen (48 h, 10 µM unless noted): 100 = growth as untreated, 0 = no growth, -100 = all killed.
TK-10 = TK-10 renal cancer cells | hit rate 3.9% among 81,000
RXF 393 = RXF 393 renal cancer cells; hit rate 6.9% among 77,000
A498 = A498 renal cancer cells; hit rate 5.4% among 76,000; AID 1794774
ACHN = ACHN renal cancer; hit rate 4.9% among 81,000
OVCAR-5 = OVCAR-5 ovarian cancer; hit rate 2.9% among 82,000; AID 1794783
OVCAR-8 = OVCAR-8 ovarian cancer | hit rate 4.4% among 81,000
CAKI-1 = CAKI-1 renal cancer. AID 1794772. hit rate 4.7% among 75,000
OVCAR-3 = OVCAR-3 ovarian cancer; hit rate 7% among 79,000
An asterisk follows results filed as active; & = joins results of further samples. The calls were made as follows: active = growth percent below 10; inactive = the rest. The list is partial, so the mix of outcomes need not match the whole.

The first 7 compounds as a preview:
Results for COc1ccc(/C=C2\C(=O)N=C3N2NC(C)=CN3c2ccccc2)cc1 ?
TK-10: 113; RXF 393: 102; A498: 96; ACHN: 102; OVCAR-5: 106; OVCAR-8: 103; CAKI-1: 96; OVCAR-3: 108

Results for c1ccc(CNCCNCCNCc2ccccc2)cc1 ?
TK-10: 114; RXF 393: 120; A498: 97; ACHN: 115; OVCAR-5: 123; OVCAR-8: 111; CAKI-1: 107; OVCAR-3: 123

What do the screens show for `O=C1/C(=C/c2cc(Br)cc(Br)c2)Cc2c(F)cc(Br)cc21`?
TK-10: 118; RXF 393: 121; A498: 161; ACHN: 108; OVCAR-5: 105; OVCAR-8: 116; CAKI-1: 93; OVCAR-3: 80

How did COc1nc2c(cc1S(=O)(=O)c1ccccc1)CCCc1ccn(C)c1-2 do in these assays?
TK-10: 80; RXF 393: 107; A498: 71; ACHN: 70; OVCAR-5: 93; OVCAR-8: 76; CAKI-1: 61; OVCAR-3: 95

What do the screens show for `N#CC(OC(=O)c1ccccc1)c1cccc([N+](=O)[O-])c1` (stereo not drawn)?
TK-10: 112; RXF 393: 110; A498: 84; ACHN: 99; OVCAR-5: 101; OVCAR-8: 102; CAKI-1: 101; OVCAR-3: 105

How did COc1ccc(/C=C2\SC(=O)NC2=O)cc1 do in these assays?
TK-10: 85; RXF 393: 101; A498: 63; ACHN: 101; OVCAR-5: 97; OVCAR-8: 97; CAKI-1: 94; OVCAR-3: 102

Results for O=C(CCc1ccccc1)NCCc1cccs1 ?
TK-10: 84; RXF 393: 107; A498: 97; ACHN: 104; OVCAR-5: 96; OVCAR-8: 96; CAKI-1: 102; OVCAR-3: 102

All compounds of this part (from the top)
Results for COc1ccc(/C=C2\C(=O)N=C3N2NC(C)=CN3c2ccccc2)cc1 ?
TK-10: 113; RXF 393: 102; A498: 96; ACHN: 102; OVCAR-5: 106; OVCAR-8: 103; CAKI-1: 96; OVCAR-3: 108

Results for c1ccc(CNCCNCCNCc2ccccc2)cc1 ?
TK-10: 114; RXF 393: 120; A498: 97; ACHN: 115; OVCAR-5: 123; OVCAR-8: 111; CAKI-1: 107; OVCAR-3: 123

What do the screens show for `O=C1/C(=C/c2cc(Br)cc(Br)c2)Cc2c(F)cc(Br)cc21`?
TK-10: 118; RXF 393: 121; A498: 161; ACHN: 108; OVCAR-5: 105; OVCAR-8: 116; CAKI-1: 93; OVCAR-3: 80

How did COc1nc2c(cc1S(=O)(=O)c1ccccc1)CCCc1ccn(C)c1-2 do in these assays?
TK-10: 80; RXF 393: 107; A498: 71; ACHN: 70; OVCAR-5: 93; OVCAR-8: 76; CAKI-1: 61; OVCAR-3: 95

What do the screens show for `N#CC(OC(=O)c1ccccc1)c1cccc([N+](=O)[O-])c1` (stereo not drawn)?
TK-10: 112; RXF 393: 110; A498: 84; ACHN: 99; OVCAR-5: 101; OVCAR-8: 102; CAKI-1: 101; OVCAR-3: 105

How did COc1ccc(/C=C2\SC(=O)NC2=O)cc1 do in these assays?
TK-10: 85; RXF 393: 101; A498: 63; ACHN: 101; OVCAR-5: 97; OVCAR-8: 97; CAKI-1: 94; OVCAR-3: 102

Results for O=C(CCc1ccccc1)NCCc1cccs1 ?
TK-10: 84; RXF 393: 107; A498: 97; ACHN: 104; OVCAR-5: 96; OVCAR-8: 96; CAKI-1: 102; OVCAR-3: 102

What do the screens show for `Cc1nn(-c2ccccc2)c(-n2ccnc2)c1/C=N/NC(N)=S`?
TK-10: 118; RXF 393: 94; A498: 84; ACHN: 97; OVCAR-5: 98; OVCAR-8: 103; CAKI-1: 82

Results for COc1c(O)c(O)cc2c3c(oc12)CC(c1ccc(N(C)C)cc1)CC3=O (stereo not drawn) ?
TK-10: 119; RXF 393: 101; A498: 100; ACHN: 86; OVCAR-5: 115; OVCAR-8: 93; CAKI-1: 107; OVCAR-3: 90

Results for CC(C)=CC(=O)CC(=O)C(=O)Nc1ccc(Cl)c(Cl)c1 ?
TK-10: 118; RXF 393: 99; A498: 90; ACHN: 118; OVCAR-5: 115; OVCAR-8: 93; CAKI-1: 99; OVCAR-3: 105

Results for COC(=O)CC(=O)C=P(c1ccccc1)(c1ccccc1)c1ccccc1 ?
TK-10: 87; RXF 393: 102; A498: 91; ACHN: 94; OVCAR-5: 96; OVCAR-8: 101; CAKI-1: 99; OVCAR-3: 95

How did CCC1C(=O)NC(=O)C1(C)c1ccccc1 (stereo not drawn) do in these assays?
TK-10: 105&125; RXF 393: 110&122; A498: 113; ACHN: 105&97; OVCAR-5: 93&95; OVCAR-8: 103&101; CAKI-1: 119&94; OVCAR-3: 104&111

What do the screens show for `COC(=O)c1sc(-c2ccsc2C(=O)OC)cc1N`?
TK-10: 116; RXF 393: 102; A498: 105; ACHN: 102; OVCAR-5: 101; OVCAR-8: 90; CAKI-1: 87; OVCAR-3: 102

How did CCN(CC)c1ccc(C=O)c(OCc2cn(CC(=O)Nc3ccccc3Br)nn2)c1 do in these assays?
TK-10: 108; RXF 393: 99; A498: 106; ACHN: 91; OVCAR-5: 102; OVCAR-8: 97; CAKI-1: 95; OVCAR-3: 110

What do the screens show for `Cc1ccc(S(=O)(=O)NC2CCCCC2)cc1`?
TK-10: 86; A498: 87; ACHN: 104; OVCAR-5: 96; OVCAR-8: 106; CAKI-1: 97; OVCAR-3: 108

How did O=C(/C=C/c1cccc([N+](=O)[O-])c1)c1ccc(Nc2nc(N3CCCCC3)nc(N3CCCCC3)n2)cc1 do in these assays?
TK-10: 108; RXF 393: 100; A498: 81; ACHN: 102; OVCAR-5: 110; OVCAR-8: 95; CAKI-1: 90; OVCAR-3: 92

Results for O=C/C=C/c1ccc([N+](=O)[O-])cc1Cl ?
TK-10: 139; RXF 393: 107; A498: 117; ACHN: 115; OVCAR-5: 115; OVCAR-8: 91; CAKI-1: 107; OVCAR-3: 108

How did O=C(Nc1cccc2c1C(=O)c1cccc(NC(=O)c3ccc(C(=O)Nc4cccc5c4C(=O)c4cccc(NC(=O)c6ccccc6)c4C5=O)cc3)c1C2=O)c1ccccc1 do in these assays?
TK-10: 121; RXF 393: 103; A498: 117; ACHN: 100; OVCAR-5: 91; OVCAR-8: 98; CAKI-1: 108; OVCAR-3: 106

What do the screens show for `Nc1nccc(-c2c(-c3ccc(F)cc3)ncn2C2CCCCC2)n1`?
TK-10: 23; RXF 393: 100; A498: 37; ACHN: 17; OVCAR-5: 65; OVCAR-8: 73; OVCAR-3: 84

Results for COc1ccccc1/C=C/C(=O)c1nnn(-c2ccc(C(=O)O)cc2)c1C ?
TK-10: 117; RXF 393: 87; ACHN: 94; OVCAR-5: 113; OVCAR-8: 92; CAKI-1: 96; OVCAR-3: 89

How did CCOC(=O)c1ccc2n1CCc1cnc(Nc3ccccc3)nc1-2 do in these assays?
TK-10: 108; RXF 393: 85; A498: 66; ACHN: 25; OVCAR-5: 74; OVCAR-8: 80; CAKI-1: 69; OVCAR-3: 104

How did COc1ccc(/C=C2\SC(=O)N(Cc3cc(=O)oc4ccc(OC)cc34)C2=O)cc1 do in these assays?
TK-10: 98; RXF 393: 110; A498: 94; ACHN: 93; OVCAR-5: 100; OVCAR-8: 95; OVCAR-3: 85

What do the screens show for `COc1cc(C)c(CCC2(C)C=Cc3cc(O)ccc3O2)c(C)c1C` (stereo not drawn)?
TK-10: 114; RXF 393: 110; A498: 99; ACHN: 92; OVCAR-5: 101; OVCAR-8: 89; CAKI-1: 92; OVCAR-3: 113

Results for NC(=O)c1c(Nc2ccc(Cl)cc2)nn2cc(-c3nc4ccccc4s3)c(N)nc12 ?
TK-10: 134; RXF 393: 112; A498: 70; ACHN: 97; OVCAR-5: 105; OVCAR-8: 111; CAKI-1: 84; OVCAR-3: 108

How did NC1(C(=O)O)CSSC1 do in these assays?
TK-10: 64; RXF 393: 74; A498: 56; ACHN: 49; OVCAR-5: 113; OVCAR-8: 41; CAKI-1: 101; OVCAR-3: 93

How did Fc1ccc(-c2cc3nc(C(Cl)Cl)nc(-c4ccccc4)n3n2)cc1 do in these assays?
TK-10: -24*; RXF 393: -63*; A498: -60*; ACHN: -27*; OVCAR-5: -20*; OVCAR-8: 8.6*; CAKI-1: -17*; OVCAR-3: -43*

How did CCN(CC)CCOc1cc(C)ccc1C(C)C do in these assays?
TK-10: 100&106; RXF 393: 102&118; A498: 114&86; ACHN: 106&103; OVCAR-5: 107&101; OVCAR-8: 112&112; CAKI-1: 90&95; OVCAR-3: 105&102

What do the screens show for `COc1cc2nc(Nc3cccc(NC(C)=O)c3)nc(N)c2cc1OC`?
TK-10: 150; RXF 393: 94; A498: 95; ACHN: 102; OVCAR-5: 117; OVCAR-8: 99; CAKI-1: 127; OVCAR-3: 111

Results for O=C(O)c1ccc(I)cc1C(=O)O ?
TK-10: 89; RXF 393: 112; A498: 93; OVCAR-5: 110; OVCAR-8: 105; OVCAR-3: 104

Results for CCCCCCCCOc1cc(/C=N/Nc2cc(C)nc3ccc(Cl)cc23)cc(OCCCCCCCC)c1OCCCCCCCC ?
TK-10: 107; RXF 393: 107; ACHN: 96; OVCAR-5: 104; OVCAR-8: 98; CAKI-1: 85; OVCAR-3: 108

What do the screens show for `COc1cccc(/C=C2\Oc3cc(OCCN4CCCC4)ccc3C2=O)c1`?
TK-10: 89; RXF 393: 97; ACHN: 104; OVCAR-5: 100; OVCAR-8: 98; CAKI-1: 98; OVCAR-3: 97

How did c1ccc(C2=Nn3c(nnc3-c3ccccc3)SC2)cc1 do in these assays?
TK-10: 102; RXF 393: 90; A498: 94; ACHN: 102; OVCAR-5: 99; OVCAR-8: 98; CAKI-1: 88

Results for CCCCOC(c1ccccc1)N1CCCCC1 (stereo not drawn) ?
A498: 97; ACHN: 105; OVCAR-8: 102; CAKI-1: 100; OVCAR-3: 101

What do the screens show for `O=S(=O)(OCCCCCCCCCCOS(=O)(=O)c1ccc(F)cc1)c1ccc(F)cc1`?
TK-10: 92; RXF 393: 110; A498: 74; ACHN: 99; OVCAR-5: 101; CAKI-1: 90; OVCAR-3: 98

What do the screens show for `C=CC1CCC(C=C)C(C=C)C1` (stereo not drawn)?
TK-10: 110; RXF 393: 126; A498: 109; ACHN: 112; OVCAR-5: 120; OVCAR-8: 102; CAKI-1: 103; OVCAR-3: 120

What do the screens show for `COC(=O)C1(CC(=O)CC(=O)CC2(C(=O)OC)NC(=S)NC(=O)C2C#N)NC(=S)NC(=O)C1C#N` (stereo not drawn)?
TK-10: 108; RXF 393: 125; A498: 104; ACHN: 114; OVCAR-5: 118; OVCAR-8: 116; CAKI-1: 94; OVCAR-3: 115

Results for O=C1Nc2ccc(Cl)cc2/C1=N/N=C/c1coc2ccc(F)cc2c1=O ?
TK-10: 121; RXF 393: 118; ACHN: 93; OVCAR-5: 101; OVCAR-8: 98; CAKI-1: 93; OVCAR-3: 107

How did O=C1/C(=C/C=C/c2ccco2)SC(=S)N1C1CCCCC1 do in these assays?
TK-10: 106; RXF 393: 48; ACHN: 96; OVCAR-5: 94; OVCAR-8: 97; CAKI-1: 93

What do the screens show for `Cc1ccc(-c2cc(-c3ccccn3)n(C=O)n2)cc1`?
RXF 393: 104; A498: 92; ACHN: 99; OVCAR-5: 93; OVCAR-8: 104; CAKI-1: 93; OVCAR-3: 121

How did CC(C)(C)SC(C)(C)C do in these assays?
TK-10: 97; RXF 393: 97; A498: 100; ACHN: 100; OVCAR-5: 94; OVCAR-8: 103; CAKI-1: 93; OVCAR-3: 96

Results for CCN1CCN(c2ccc(NC(=O)Nc3ccc4c(ccn4-c4ccnc(C(=O)NC)c4)c3)cc2C(F)(F)F)CC1 ?
TK-10: 113; RXF 393: -31*; A498: 81; ACHN: 75; OVCAR-5: 89; OVCAR-8: 98; CAKI-1: 79

Results for COc1cc2nc(CCC(=O)Nc3cc(Cl)cc(Cl)c3)c(CC(=O)Nc3cc(Cl)cc(Cl)c3)cc2c(OC)c1OC ?
TK-10: 97; RXF 393: 85; A498: 86; ACHN: 110; OVCAR-5: 99; OVCAR-8: 102; CAKI-1: 96; OVCAR-3: 103

What do the screens show for `Nc1nc2cc(Cl)ccc2n1N`?
TK-10: 107; RXF 393: 112; A498: 117; ACHN: 110; OVCAR-8: 99; CAKI-1: 101; OVCAR-3: 104

How did O=C1c2ccccc2-c2c1c1c3ccccc3[nH]c1c1c2[nH]c2ccccc21 do in these assays?
TK-10: 69; RXF 393: 104; A498: 60; ACHN: 56; OVCAR-5: 93; OVCAR-8: 73; CAKI-1: 57; OVCAR-3: 104

What do the screens show for `O=C1OS(=O)(=O)Nc2ccccc21`?
TK-10: 108; RXF 393: 147; A498: 101; ACHN: 109; OVCAR-5: 121; OVCAR-8: 88; CAKI-1: 95; OVCAR-3: 114

What do the screens show for `CC12CCC3C4(C)COC(c5ccc(Cl)cc5)OC4CCC3(C)C1CC(C1=CCOC1=O)O2` (stereo not drawn)?
TK-10: 90; RXF 393: 83; A498: 67; ACHN: 73; OVCAR-5: 95; OVCAR-8: 89; CAKI-1: 77; OVCAR-3: 78

How did COc1cc(/C=C\C(=O)O)ccc1OCc1ccccc1 do in these assays?
TK-10: 101; RXF 393: 103; ACHN: 102; OVCAR-5: 110; OVCAR-8: 94; CAKI-1: 99; OVCAR-3: 104

How did CCOC(=O)C(=CNC(=S)Nc1ccc(Cl)c(Cl)c1)C(=O)OCC do in these assays?
TK-10: 107; RXF 393: 81; A498: 94; ACHN: 95; OVCAR-5: 87; OVCAR-8: 93; CAKI-1: 86; OVCAR-3: 87

How did CCCC(=O)N1CCCCC1CC (stereo not drawn) do in these assays?
TK-10: 113; RXF 393: 115; A498: 91; ACHN: 97; OVCAR-5: 88; OVCAR-8: 95; OVCAR-3: 105

What do the screens show for `CC(Sc1nc2ccccc2c(=O)n1CCc1ccc(S(N)(=O)=O)cc1)C(=O)Nc1ccc(Cl)cc1` (stereo not drawn)?
TK-10: 80; RXF 393: 72; ACHN: 86; OVCAR-5: 86; OVCAR-8: 73; CAKI-1: 76; OVCAR-3: 99
